tim23-1 inh = growth inhibitors of tim23-1 mutant yeast | S. cerevisiae tim23-1 growth, BacTiter-Glo luminescence, 24 h | inhibition, % at 20 µM | 1.3% of 330,000 active;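 active = growth inhibition of the mutant yeast at or above 50%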;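 also: temperature-sensitive mutant grown at 25 °C; plate controls were DMSO-treated mutant yeast for no effect and medium wells lacking yeast for full effect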
EBI2 antag = EBI2 (human) antagonism | P32249 | EBI2 beta-arrestin recruitment, luminescence, 7a,25-OHC stimulated | inhibition, % at 5 µM | 0.81% of 360,000 active | AID 651636; in the data active = inhibition above about 38%;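 also: enzyme fragment complementation signal reports receptor beta-arrestin coupling in cells; 0% = agonist plus DMSO wells and 100% = wells without agonist; some results beyond the cut were filed as inactive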
Target sequence (P32249 whole entry, looked up, the tested form may be a part): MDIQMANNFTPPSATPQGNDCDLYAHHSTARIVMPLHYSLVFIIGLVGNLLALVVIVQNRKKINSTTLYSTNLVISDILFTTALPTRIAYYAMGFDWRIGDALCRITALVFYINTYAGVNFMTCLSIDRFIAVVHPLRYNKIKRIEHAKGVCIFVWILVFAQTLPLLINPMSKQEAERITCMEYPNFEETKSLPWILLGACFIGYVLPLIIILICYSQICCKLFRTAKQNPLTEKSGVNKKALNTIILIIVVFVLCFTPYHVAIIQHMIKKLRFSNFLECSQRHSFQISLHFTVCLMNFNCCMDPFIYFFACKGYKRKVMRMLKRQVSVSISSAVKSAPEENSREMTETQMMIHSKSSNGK
CHOP UPR activ = activators of apoptotic arm of unfolded protein response (CHOP); CHO-CHOP luciferase reporter, UPR activation, luminescence; percent of tunicamycin response over DMSO baseline; activation, % at 10 µM; 0.34% of 330,000 active;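 active = at 10 µM dose, activation of 40% or more, normalized to positive control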;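 also: 100% = tunicamycin at 10 µg/mL and 0% = DMSO alone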
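System: CHO-CHOP luciferase reporter cell line | Buffer or medium: F12 medium containing 10% fetal bovine serum | Doses: One dose, 10 µM in 0.5% DMSO | Times: 6 h compound exposure at 37 °C after overnight seeding | Signal: Luciferase luminescence | Read-out: % activation vs tunicamycin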
CCR6 antagonist = blocks CCL20-driven beta-arrestin recruitment at human CCR6; 0.49% of 340,000 active; P51684; CHO-K1 CCR6 PathHunter beta-arrestin, luminescence, CCL20-stimulated; inhibition, % at 20 µM; AID 493098;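 active = compounds whose inhibition of the agonist-driven luminescence signal at 20 µM reaches about 50%, limit read from the data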;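 also: cells stimulated with CCL20 at 14 nM final; plate controls were DMSO with CCL20 for no effect and DMSO without agonist for full effect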
Target sequence (P51684 whole entry, looked up): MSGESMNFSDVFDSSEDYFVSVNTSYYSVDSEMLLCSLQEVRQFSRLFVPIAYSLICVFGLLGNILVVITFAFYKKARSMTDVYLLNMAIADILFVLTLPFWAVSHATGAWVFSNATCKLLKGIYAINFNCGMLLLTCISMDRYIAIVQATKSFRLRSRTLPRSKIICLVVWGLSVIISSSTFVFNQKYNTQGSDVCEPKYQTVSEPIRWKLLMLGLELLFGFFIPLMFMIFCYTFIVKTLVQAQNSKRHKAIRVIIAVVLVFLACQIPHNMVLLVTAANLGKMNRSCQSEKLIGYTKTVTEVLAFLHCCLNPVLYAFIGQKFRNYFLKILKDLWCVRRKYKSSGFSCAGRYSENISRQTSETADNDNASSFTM
APJ antagonist = antagonists of human APJ apelin receptor | P35414 | CHO-K1 APJ beta-arrestin complementation, luminescence | inhibition, % at 20 µM | 0.32% of 330,000 active;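 active = inhibition above about 40% at 20 µM, limit read from the data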;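 also: cells challenged with 10 nM apelin-13 agonist together with compound; plate controls were apelin-13 plus DMSO wells for no effect and DMSO wells lacking apelin-13 for full effect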
CXCR6 block = blocks human CXCR6 beta-arrestin recruitment; CHO-K1 PathHunter CXCR6 beta-arrestin, luminescence; inhibition, % at 20 µM; 0.36% of 360,000 active; in the data active = inhibition above about 34%, passing the limit was not always enough;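 also: antagonist mode with CXCL16 agonist at 10 nM final; 0% = 10 nM CXCL16 with DMSO and 100% = unstimulated wells without agonist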
XBP1 UPR activ = adaptive UPR (XBP1) activation; CHO-XBP1 luciferase reporter, IRE1-XBP1 UPR activation, luminescence; percent of tunicamycin response, DMSO as zero; 0.33% of 330,000 active; AID 463104; activation, % at 20 µM;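 active = versus positive control, 20 µM dose yields 30% or more activation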;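 also: 100% = tunicamycin at 10 µg/mL and 0% = DMSO only wells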
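Assay system: IRE1-XBP1 luciferase reporter CHO line. Input: 1000 cells/well. Buffer or medium: F12 with 10% serum. Doses: 20 µM, 1% DMSO. Times: overnight seeding at 37 °C, 6 h compound treatment at 37 °C. Technique: Steady-Glo luciferase glow luminescence, 10 min after reagent addition.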
APJ agonist = APJ receptor agonism | P35414 | CHO-K1 APJ PathHunter beta-arrestin, luminescence; 0% DMSO wells, 100% apelin | activation, % at 20 µM | 0.11% of 330,000 active;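 active = activation more than six SD over the plate average, tested at 20 µM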;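 also: 0% = DMSO alone and 100% = apelin-13 at 10 nM; some results filed as inactive read as strong as hits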
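Assay system – PathHunter CHO-K1 APJ (AGTRL-1) beta-arrestin reporter cells · Compound – one dose, 20 µM compound, 1% DMSO · Timing – compound 90 min 25 °C, reagent 1 h · Measured by – luminescence from split beta-galactosidase complementation, Galacton Star/Emerald II substrate · Measure – beta-arrestin recruitment to APJ as agonist activity, luminescent signal · Benchmarks – DMSO vs Apelin-13 10 nM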
Mdm2 MdmX PPI = human Mdm2/MdmX binding inhibition. O15151+Q00987. SaOS-2 split-luciferase Mdm2/MdmX complementation, luminescence. inhibition, % at 8 µM. 3% of 330,000 active. AID 485346;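 active = inhibition of at least 50% at 8 µM in the primary screen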
Numbers without * were called inactive; · = no result given. These rows are one share of the data, so the mix of outcomes need not match the whole.

SMILES	tim23-1 inh	EBI2 antag	CHOP UPR activ	CCR6 antagonist	APJ antagonist	CXCR6 block	XBP1 UPR activ	APJ agonist	Mdm2 MdmX PPI
NC(Cc1cc(O)c(O)cc1O)C(=O)O (configuration not stated)	-4	·	0.2	·	6	·	-8	1	24
Cn1cc(C(=O)c2ccccc2)c2ccccc21	13	5	0.0	-1	-1	-3	8	-2	37
CCOP(=O)(Oc1ccccc1)c1c([N+](=O)[O-])cc(C(F)(F)F)cc1[N+](=O)[O-] (configuration not stated)	33	-16	3.2	-23	-43	-8	2	2	-7
O=C(/C=C/c1ccccc1)NCCc1cnc[nH]1	-9	-1	1.0	-1	15	-2	2	-6	-3
CCOc1ccccc1N1C(=O)CC(=O)NC1=O	0	1	1.6	-4	2	-6	-5	1	2
COC(=O)C1=C(c2ccc3ccccc3c2)C[C@@H]2CC[C@H]1N2C(=O)N1CCC(C)CC1	25	-5	1.2	21	-4	12	-3	-6	23
CCN(CC)C(=O)c1ccc(NC(=O)Nc2ccccc2F)cc1	66*	5	-5.8	7	1	2	-10	-2	-74
c1nc2nc3c(c(N4CCNCC4)n2n1)CCCC3	7	·	0.1	-1	3	·	-2	-1	2
CNCCc1c[nH]c2ccc(O)cc12	11	-3	0.5	0	-6	2	-5	2	1
COC(=O)CN1C(=O)CN=C(c2ccccc2Cl)c2cc(Br)ccc21	-14	-4	1.5	7	22	1	-1	-5	14
CCC(=NCCN1CCOCC1)c1c(O)n(-c2ccccc2C)c(=O)[nH]c1=O	19	9	-1.8	5	-10	6	1	7	2
COC(=O)C1=C(c2cc3ccccc3o2)C[C@@H]2CC[C@H]1N2C(=O)NCc1cccc2ccccc12	36	12	0.1	4	3	6	-3	-6	20
O=C(NCCCN1CCOCC1)C(Cl)(Cl)Cl	7	-6	2.1	4	-15	2	-2	-5	4
CC1CC2(O)c3nonc3CCC2N1O (configuration not stated)	31	1	-0.3	16	14	10	-3	-1	14
O=c1[nH]c(=O)n(-c2ccc(Br)cc2)c(O)c1C=NC(CO)(CO)CO	-16	11	0.3	2	1	2	-2	-1	2
CCOc1cc2c(cc1OCC)-n1cccc1C(c1ccc(F)cc1)NC2 (configuration not stated)	18	7	0.3	5	-10	8	-2	-2	30
Cc1ccc2cc(C=C(C#N)C#N)c(Cl)nc2c1	80*	-11	23	30	-52	4	-3	11	6
CC(C)CCn1c(N)c(C(=O)NCc2cccs2)c2nc3ccccc3nc21	32	16	0.7	-10	55*	1	3	-13	35
CN(C)CCNC(=O)c1cccn(Cc2cc(C(F)(F)F)cc(C(F)(F)F)c2)c1=O	13	-3	-1.1	-8	7	9	-4	-1	-7
CCOP(=O)(OCC)C(NC(=O)c1cccc(C)c1)C(Cl)(Cl)Cl (configuration not stated)	19	5	1.8	-4	0	-9	1	-5	2
Cn1c(=O)cc(OCC(=O)N2CCC3(CC2)OCCO3)c2ccccc21	-2	-5	1.5	2	8	-2	9	-1	21
CCCOP(=O)(OCCC)C(NC(=O)c1cc(OC)c(OC)c(OC)c1)c1ccccc1 (configuration not stated)	18	-6	-0.9	5	-9	-1	-5	-1	30
COC(=O)C1=C(c2ccc(F)cc2OCc2ccccc2)C[C@@H]2CC[C@H]1N2C(=O)NCc1ccc(OC)c(OC)c1	30	10	0.4	7	5	20	-3	1	15
CCOc1ccc(C(C)=O)cc1Cc1c(O)[nH]c(=S)[nH]c1=O	-3	-3	1.9	11	11	5	-3	-3	23
CN1CCCN(C(=O)COc2ccc(Br)cc2)CC1	-4	34	1.6	8	3	-5	-3	-5	1
O=C1CC(=O)N(c2ccccc2)C(=O)N1c1ccccc1	0	-1	2.2	-5	21	-2	-4	-2	-2
c1ccc2c(CN3CCOCC3)c[nH]c2c1	9	4	2.1	-11	15	2	-1	-1	19
CCC1(OC(=O)c2ccccc2)CC(C)N(C)CC1C (configuration not stated)	-2	-8	0.2	13	-19	-4	-3	-3	24
Cc1[nH]c2ccc(OCc3ccccc3)cc2c1CCN	1	0	-3.2	24	-2	-20	-5	0	36
O=[N+]([O-])c1ccc(N2CCNCC2)cc1N1CCCCCC1	8	-1	-1.9	6	-3	10	3	-4	12
C=CCn1c(O)c(C(C)=NC2CCN(Cc3ccccc3)CC2)c(=O)[nH]c1=O	7	3	1.1	13	6	1	-1	-1	1
O=C1NS(=O)c2cc([N+](=O)[O-])cc([N+](=O)[O-])c21 (configuration not stated)	12	-12	-0.9	-17	-72	-55	7	0	5
CCCNC(=O)c1c(N)n(CC2CCCO2)c2nc3ccccc3nc12 (configuration not stated)	31	2	-0.5	16	19	0	-1	-9	22
Nc1c(C(=O)NCc2ccco2)c2nc3ccccc3nc2n1Cc1ccccc1	32	19	-0.5	-3	16	-4	2	-2	5
Cc1ccc(C)c(NC(=S)NCCc2cnc[nH]2)c1	-11	-8	-1.1	-2	13	4	2	2	4
COCc1cc(OC(=O)N(C)C)nc(-c2ccccc2)n1	12	1	-0.2	-1	18	9	1	2	15
Fc1ccc(C(OCCN2CCN(CCCc3ccccc3)CC2)c2ccc(F)cc2)cc1	-65	11	6.4	35	2	8	-4	-4	83*
O=C(c1cc(Br)ccc1Cl)N1CCC2(CC1)OCCO2	26	-6	2.1	-5	9	-5	-1	5	22
O=C(c1ccc2nc(-c3ccco3)c(-c3ccco3)nc2c1)N1CCC2(CC1)OCCO2	11	-4	1.0	3	-20	0	-1	7	21
COC(=O)C1=C(c2ccc(F)cc2OCc2ccccc2)C[C@@H]2CC[C@H]1N2C(=O)NCc1ccccc1C(F)(F)F	11	23	4.8	12	15	-3	0	-2	26
CNC(=O)O/N=C(\N)Cc1csc2ccc(Cl)cc12	33	-6	0.9	-1	-10	0	1	7	98*
CC1=C2[C@@H]3OC(=O)[C@H](C)C3CC[C@@]2(C)C=CC1=O (some centres not stated)	12	5	0.2	4	0	0	-5	-3	16
C[N+]12CN3CN(CN(C3)C1)C2	14	-18	-0.5	6	6	0	-2	3	-8
CN(C=O)CP(=O)(O)CN(C)C=O	-2	-6	-0.2	4	-12	-5	-7	-2	-3
CCC(Oc1cc(Cl)ccc1Cl)C(=O)N1CCC2(CC1)OCCO2 (configuration not stated)	27	-6	-0.5	8	12	7	2	-8	-16
CCC(C)NC(=O)c1c(N)n(Cc2ccc3c(c2)OCO3)c2nc3ccccc3nc12 (configuration not stated)	20	24	2.9	-5	23	2	1	-1	41
COc1ccc(C(O)c2cc(OC)ccc2OP(=O)(N(C)C)N(C)C)cc1 (configuration not stated)	3	1	0.6	0	-1	-3	-3	0	9
COc1ccc(C2(C#N)CC[N+](C)(C)CC2)cc1	3	2	-3.7	-25	5	-14	-5	0	-3
CCCCOc1ccc(CN2CCN(CC)CC2)cc1	16	-14	-1.3	5	2	7	0	-1	5
COc1ccc(Cn2c(N)c(C(=O)NCc3ccco3)c3nc4ccccc4nc32)cc1	14	0	2.4	9	29	15	-6	-3	32
C=C[C@@H]1C2=CCOC(=O)C2=CO[C@H]1O[C@@H]1O[C@H](CO)[C@@H](O)[C@H](O)[C@H]1O	11	9	0.0	7	-1	-10	-1	-5	8
O=C(c1cc(S(=O)(=O)N2CCC3(CC2)OCCO3)ccc1F)N1CCC2(CC1)OCCO2	-2	-5	1.7	0	-8	0	-3	-3	-4

Filtered by structure, those above with a cyano group.
SMILES	tim23-1 inh	EBI2 antag	CHOP UPR activ	CCR6 antagonist	APJ antagonist	CXCR6 block	XBP1 UPR activ	APJ agonist	Mdm2 MdmX PPI
Cc1ccc2cc(C=C(C#N)C#N)c(Cl)nc2c1	80*	-11	23	30	-52	4	-3	11	6
COc1ccc(C2(C#N)CC[N+](C)(C)CC2)cc1	3	2	-3.7	-25	5	-14	-5	0	-3

A portion from the list above, for reference:
SMILES	tim23-1 inh	EBI2 antag	CHOP UPR activ	CCR6 antagonist	APJ antagonist	CXCR6 block	XBP1 UPR activ	APJ agonist	Mdm2 MdmX PPI
O=C(/C=C/c1ccccc1)NCCc1cnc[nH]1	-9	-1	1.0	-1	15	-2	2	-6	-3
CCOc1ccccc1N1C(=O)CC(=O)NC1=O	0	1	1.6	-4	2	-6	-5	1	2
COC(=O)C1=C(c2ccc3ccccc3c2)C[C@@H]2CC[C@H]1N2C(=O)N1CCC(C)CC1	25	-5	1.2	21	-4	12	-3	-6	23
CCN(CC)C(=O)c1ccc(NC(=O)Nc2ccccc2F)cc1	66*	5	-5.8	7	1	2	-10	-2	-74
c1nc2nc3c(c(N4CCNCC4)n2n1)CCCC3	7	·	0.1	-1	3	·	-2	-1	2
